Screens as filed in PubChem.
DPM-DC inhibit: blocks S. pneumoniae diphosphomevalonate decarboxylase; purified DPM-DC, PK/LDH coupled NADH fluorescence; calls only at 10 µM; AID 556; 0.49% of 65,000 active;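 active = the 320 compounds with the highest percent inhibition in the single-dose primary screen, excluding strongly autofluorescent ones, cut at about 32% in these data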;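 note: kinetic rate of NADH fluorescence loss reporting ADP formed by the decarboxylase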
HT1080 cytotoxicity: cytotoxicity in HT1080 fibrosarcoma cells, cell-based, fluorescence readout (AID 620) | HT1080 viability, fluorescence; higher % means a stronger effect | 0.42% of 87,000 active | cytotoxicity, % at 10 µM, or EC50 in µM where a hit was titrated;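 note: cells exposed to compound overnight then 4 h with Alamar Blue; 0% = vehicle DMSO and 100% = killing control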
MK inhibit: inhibitors of Streptococcus pneumoniae mevalonate kinase; inhibition, % at 10 µM; 0.48% of 65,000 active; purified MK, PK/LDH-coupled NADH absorbance 340 nm;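 active = ranked among the strongest by inhibition in the single 10 µM screen, a fixed top-ranked set picked for dose follow-up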; note: no value below 0 was filed
HPDE-C7K KRASV12: cytotoxicity in KRAS-transformed pancreatic duct cells, primary screen, cell-based, fluorescence, HTS (AID 431) | one-dose cytotoxicity, % at 10 µM; EC50 in µM for titrated hits | HPDE-C7K KRASV12 cells, Alamar Blue viability, 48 h; higher % means a stronger effect | 1.7% of 63,000 active;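 active = compounds whose percent cytotoxicity in the single-dose primary screen, scaled between solvent and toxic-drug controls, exceeds 50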;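 note: 0% = DMSO solvent wells and 100% = doxorubicin-treated wells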
PMK inhibit: inhibitors of Streptococcus pneumoniae phosphomevalonate kinase | inhibition, % at 10 µM | 0.49% of 65,000 active | AID 539 | purified PMK, PK/LDH-coupled NADH absorbance 340 nm;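 active = top-ranked compounds by inhibition in the single 10 µM screen, taking a fixed number of the strongest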;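 note: 0% = full reaction with DMSO carrier and 100% = background rate without enzyme reaction; no value below 0 was filed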
LYP phosphatase: LYP phosphatase inhibitors, primary screen, biochemical, DiFMUP fluorescence, recombinant catalytic domain, 10 µM (AID 606) | recombinant LYP catalytic domain, DiFMUP fluorescence; higher % means a stronger effect | one-dose inhibition, % at 10 µM; IC50 in µM for titrated hits | 52,000 tested, under 10 active;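 active = IC50 under 40 µM in the dose-response test; inactive = IC50 of 40 µM or more, or never dose-tested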
Alkaline phosphatase: inhibition of tissue-nonspecific alkaline phosphatase – biochemical, luminescent (AID 518). purified TNAP enzyme, luminescent substrate readout; higher % means a stronger effect. inhibition, % at 20 µM; hits with a dose series show IC50 in µM. 0.09% of 64,000 active; in the data active = a potency from the dose series; inactive = the rest, 99 in 100 with inhibition below about 22%;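 note: plate controls were vehicle for no effect and reference inhibitor for full effect; many of its hits are not listed in these tables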
HPDE-C7 viability: HPDE-C7 pancreatic duct cell viability loss – fluorescence, HTS (AID 430). HPDE-C7 pancreatic duct cells viability, fluorescence; higher % means a stronger effect. cytotoxicity, % at 10 µM; hits with a dose series show EC50 in µM. 1.8% of 63,000 active;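 note: cells exposed to compound for 48 hours before viability readout; 0% = vehicle and 100% = reference cytotoxic drug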
Bfl-1 inhibitors: displacement of Bid BH3 peptide from Bfl-1 – biochemical, fluorescence polarization, FITC-Bid, mouse, primary screen (AID 432). one-dose displacement, % at 20 µM; IC50 in µM for titrated hits. 0.02% of 64,000 active. FITC-Bid BH3 peptide fluorescence polarization displacement; higher % means a stronger effect; in the data active = a potency from the dose series; inactive = the rest, 99 in 100 with displacement below about 15%; note: strong numbers were not always called active
PMK inhibit pilot replicates: recorded beside PMK inhibit, whose call it bears; inhibition, %; measured here: pilot screen replicates
MK inhibit pilot replicates: recorded beside MK inhibit, whose call it bears; inhibition, %; measured here: pilot screen replicates
DPM-DC inhibit pilot screen %: recorded beside DPM-DC inhibit, whose call it bears; inhibition, %; measured here: pilot screen trials
* = called active by the depositor; i = inactive; nt = not tested or not shown. Cut-off read from the data, not from the text of the source, unless noted: active = cytotoxicity above about 50%; inactive = the rest.

SMILES	DPM-DC inhibit	DPM-DC inhibit pilot screen %	HT1080 cytotoxicity	MK inhibit	MK inhibit pilot replicates	HPDE-C7K KRASV12	PMK inhibit	PMK inhibit pilot replicates	LYP phosphatase	Alkaline phosphatase	HPDE-C7 viability	Bfl-1 inhibitors
C=CCNC(NC(=O)c1ccccc1)(C(=O)OCC)C(F)(F)F (stereo unspecified)	i	nt	-4.6%	0.0	nt	-13.5%	0.0	nt	2.2%	1.0%	-15.0%	-5.7%
CCc1nn2c(=O)cc(CSc3nc4sc5c(c4c(=O)n3C)CCCC5)nc2s1	i	3.5	4.1%	17.0	3.5	7.6%	11.0	3.5	3.9%	12.2%	8.6%	4.9%
COCCn1nnnc1SCC(=O)N1CCCCC1	i	0.0	0.3%	0.0	0.0	-12.2%	9.0	2.0	6.5%	4.7%	-31.5%	-1.8%
CSc1nsc(SC)c1C(=O)OCC(F)(F)F	i	nt	16.6%	2.0	nt	-1.9%	18.0	nt	1.4%	7.6%	-7.9%	0.3%
CC(C)CN(Cc1cc2ccccc2[nH]c1=O)C(=O)c1cccnc1	i	nt	-5.1%	7.0	nt	1.3%	12.0	nt	-7.5%	6.3%	-6.1%	-2.3%
Cc1ccccc1S(=O)(=O)Cc1ccc(C(=O)N2CCN(c3ccc(F)cc3)CC2)o1	i	nt	2.2%	6.0	nt	3.3%	7.0	nt	-13.2%	11.6%	-10.0%	0.4%
CCOC(=O)c1sc(NS(=O)(=O)c2ccc(NC(C)=O)cc2)nc1C	i	0.0	-5.6%	4.0	0.0	0.9%	9.0	3.5	1.9%	15.4%	0.3%	8.5%
O=C(c1ncc[nH]1)c1ccccc1C(=O)N1CCOCC1	i	3.5	-2.3%	6.0	1.5	16.4%	2.0	0.0	16.6%	22.2%	-6.5%	2.2%
COC(=O)c1cc2c(cc1Cl)SC(=NCCCN1CCOCC1)NS2(=O)=O	i	nt	1.3%	4.0	nt	-4.2%	8.0	nt	-3.6%	4.8%	-1.2%	-2.6%
COc1ccc(OC)c(NC(=O)CSc2nnc(Cc3cccn3C)n2-c2ccc(F)cc2)c1	i	1.5	-1.1%	10.0	2.0	11.5%	7.0	1.0	4.3%	12.6%	0.5%	-4.6%
C=CCNC(=O)c1c(N)n(-c2cccc(S(N)(=O)=O)c2)c2nc3ccccc3nc12	nt	nt	8.1%	0.0	nt	8.3%	8.0	nt	nt	0.0%	4.0%	2.6%
Cc1cc(C)n2nc(C(=O)OCCOc3cccc(Br)c3)nc2n1	i	nt	1.4%	0.0	nt	5.8%	9.0	nt	8.2%	5.1%	6.7%	4.3%
O=C(NCc1cccs1)NC1CCCCC1	i	nt	27.4%	9.0	nt	-4.2%	19.0	nt	nt	9.5%	-4.4%	1.5%
CCOCCCNC(=O)Cn1ncc2c(=O)oc3ccccc3c21	i	0.0	1.4%	8.0	0.0	-8.2%	3.0	0.0	-3.9%	17.1%	-3.8%	0.7%
COc1cccc(OCC(O)CN2CCC(C)CC2)c1 (stereo unspecified)	i	nt	7.0%	13.0	nt	9.5%	15.0	nt	6.7%	7.5%	0.1%	1.6%
COC(=O)c1[nH]c2ccc(C)cc2c1NC(=O)CCN1CCN(Cc2ccc3c(c2)OCO3)CC1	i	nt	3.4%	12.0	nt	nt	2.0	nt	nt	2.9%	nt	1.4%
COc1ccc(S(=O)(=O)N2CCN(CC(=O)Nc3cc(OC)cc(OC)c3)CC2)cc1	i	nt	0.6%	5.0	nt	-3.2%	9.0	nt	3.5%	7.5%	-5.8%	-3.0%
CN(C)CCN1C(=O)c2oc3ccc(Cl)cc3c(=O)c2C1c1cccc(Br)c1 (stereo unspecified)	i	2.0	8.7%	18.0	4.5	9.0%	9.0	2.0	-4.7%	13.6%	14.5%	0.8%
C(=N\c1nc2ccccc2n1CCN1CCCCC1)/c1ccc2c(c1)OCO2	i	nt	-1.8%	9.0	nt	4.4%	6.0	nt	-7.7%	1.9%	7.6%	0.8%
CN(CP(=O)(O)CN(C)S(C)(=O)=O)S(C)(=O)=O	i	nt	-17.8%	nt	nt	-5.4%	10.0	nt	-22.3%	10.4%	8.0%	-5.0%

2 neighbouring entries out of the list so far, for reference:
SMILES	DPM-DC inhibit	DPM-DC inhibit pilot screen %	HT1080 cytotoxicity	MK inhibit	MK inhibit pilot replicates	HPDE-C7K KRASV12	PMK inhibit	PMK inhibit pilot replicates	LYP phosphatase	Alkaline phosphatase	HPDE-C7 viability	Bfl-1 inhibitors
C(=N\c1nc2ccccc2n1CCN1CCCCC1)/c1ccc2c(c1)OCO2	i	nt	-1.8%	9.0	nt	4.4%	6.0	nt	-7.7%	1.9%	7.6%	0.8%
CN(CP(=O)(O)CN(C)S(C)(=O)=O)S(C)(=O)=O	i	nt	-17.8%	nt	nt	-5.4%	10.0	nt	-22.3%	10.4%	8.0%	-5.0%

Pulled by compound from the list above, 2 records:
SMILES	DPM-DC inhibit	DPM-DC inhibit pilot screen %	HT1080 cytotoxicity	MK inhibit	MK inhibit pilot replicates	HPDE-C7K KRASV12	PMK inhibit	PMK inhibit pilot replicates	LYP phosphatase	Alkaline phosphatase	HPDE-C7 viability	Bfl-1 inhibitors
COC(=O)c1cc2c(cc1Cl)SC(=NCCCN1CCOCC1)NS2(=O)=O	i	nt	1.3%	4.0	nt	-4.2%	8.0	nt	-3.6%	4.8%	-1.2%	-2.6%
C=CCNC(NC(=O)c1ccccc1)(C(=O)OCC)C(F)(F)F (stereo unspecified)	i	nt	-4.6%	0.0	nt	-13.5%	0.0	nt	2.2%	1.0%	-15.0%	-5.7%

Next section:
SMILES	DPM-DC inhibit	DPM-DC inhibit pilot screen %	HT1080 cytotoxicity	MK inhibit	MK inhibit pilot replicates	HPDE-C7K KRASV12	PMK inhibit	PMK inhibit pilot replicates	LYP phosphatase	Alkaline phosphatase	HPDE-C7 viability	Bfl-1 inhibitors
CCOC(=O)CSc1nnc(-c2ccc(S(=O)(=O)N3CCOCC3)cc2)n1-c1ccccc1	i	0.0	8.5%	6.0	4.0	4.9%	3.0	1.5	-4.2%	7.1%	-12.8%	1.5%
O=C(NCCCn1ccnc1)c1cc(-c2cccs2)on1	i	nt	16.7%	2.0	nt	15.5%	7.0	nt	-3.1%	21.2%	16.2%	-10.2%
O/N=C/c1cccn1-c1ccc(O)cc1	i	nt	-7.4%	8.0	nt	13.0%	0.0	nt	nt	7.9%	-2.0%	3.0%
OC(COc1ccc(OCc2ccccc2)cc1)CN1CCCCC1 (stereo unspecified)	i	nt	5.4%	5.0	nt	2.4%	4.0	nt	14.0%	3.9%	-2.2%	-7.6%
CC1CN(C(=O)N[C@@H](Cc2ccccc2)C(=O)O)CC(C)O1 (stereo partly specified)	i	nt	8.1%	5.0	nt	nt	10.0	nt	6.5%	11.5%	nt	1.9%
CC(=O)c1cccc(NC(=O)c2ccncc2)c1	i	nt	-9.3%	5.0	nt	-0.3%	0.0	nt	-2.0%	13.4%	-7.9%	0.2%
CC(=O)Oc1ccc(C(=O)O)cc1OC(C)=O	i	nt	6.1%	6.0	nt	-23.7%	11.0	nt	8.1%	3.9%	-10.7%	-13.4%
O=C(c1ccc(COc2ccc3c(c2)CCC3)o1)N1CCN(c2ccccc2)CC1	i	nt	-1.0%	10.0	nt	nt	2.0	nt	2.4%	nt	nt	nt
CN(C)c1ccccc1C(=O)c1ccccc1N(C)C	i	nt	29.5%	11.0	nt	42.6%	10.0	nt	0.0%	14.1%	35.7%	-6.5%
O=C(c1cc(S(=O)(=O)N2CCOCC2)ccc1F)N1CCCc2ccccc21	i	0.0	9.8%	5.0	1.0	5.8%	16.0	3.5	11.5%	10.2%	1.5%	-3.5%
CC(C)CCNC(=O)COc1ccc2c3c(c(=O)oc2c1)CCC3	i	nt	-2.6%	6.0	nt	4.1%	18.0	nt	3.5%	7.5%	-3.0%	-6.0%
O=C(c1ccccc1)N1CCN(S(=O)(=O)N2CCCCC2)CC1	i	nt	4.6%	12.0	nt	-17.8%	1.0	nt	8.6%	-5.9%	-16.6%	-0.7%
Cc1ccc(-c2nc(CS(=O)CC(=O)NCc3ccccc3)c(C)o2)cc1 (stereo unspecified)	i	nt	-4.3%	5.0	nt	-19.6%	4.0	nt	3.2%	1.0%	-25.8%	4.2%
Cc1scc(C(=O)N2CCN(S(C)(=O)=O)CC2)c1-c1ccccc1	i	nt	-5.9%	0.0	nt	-15.3%	4.0	nt	3.0%	-2.7%	-15.8%	5.3%
CC(C)CCNc1nc2c(cc1C#N)COC(C)(C)C2	nt	nt	-14.4%	5.0	nt	-14.0%	0.0	nt	nt	11.1%	1.0%	-1.5%
C1CCC(Nc2nnnn2C2CCCCC2)CC1	i	nt	19.1%	0.0	nt	1.8%	12.0	nt	nt	0.4%	1.0%	-5.1%
COc1ccc(N(CC(=O)NCc2ccco2)S(C)(=O)=O)cc1Cl	i	nt	2.7%	8.0	nt	1.3%	0.0	nt	2.3%	8.5%	-14.0%	-6.1%
COc1ccc(N2C(=O)NC3CC2(C)Oc2ccc(Br)cc23)cc1OC (stereo unspecified)	i	nt	3.6%	0.0	nt	11.1%	0.0	nt	-13.8%	5.5%	-1.8%	-5.9%
c1ccc(Oc2nc(NCc3ccco3)nc(NCc3ccco3)n2)cc1	i	nt	-1.2%	0.0	nt	-7.2%	10.0	nt	3.4%	3.2%	-3.4%	13.1%
CCOC(=O)c1cc(NC(=O)OC)c(C)nc1C	i	nt	-1.7%	9.0	nt	-7.0%	0.0	nt	8.6%	7.9%	-8.4%	-0.8%
COc1cc2sc(C)nc2c2sccc12	i	nt	-2.2%	0.0	nt	nt	5.0	nt	5.0%	6.3%	nt	-3.1%
O=C1COc2ccc(C(=O)COC(=O)CCc3ccc(S(=O)(=O)N4CCOCC4)cc3)cc2N1	i	0.0	1.2%	8.0	3.5	12.2%	11.0	0.0	4.2%	11.7%	2.2%	-3.5%
CCOc1ccc(C(C)(C)C)cc1S(=O)(=O)N1CCOCC1	i	nt	2.5%	14.0	nt	1.1%	0.0	nt	-2.7%	7.3%	6.6%	-3.6%
FC(F)(F)c1cc(-c2ccccc2)nc(N2CCCCC2)n1	i	3.0	-1.9%	6.0	0.0	-12.8%	4.0	2.5	4.7%	10.3%	-11.5%	-1.3%
CC(=O)c1ccc(NC(=O)Nc2ncn(Cc3cccc(C)c3)n2)cc1	i	nt	-2.6%	0.0	nt	nt	0.0	nt	-0.4%	13.0%	nt	1.4%
O=C(NCc1ccco1)C1OCCc2ccccc21 (stereo unspecified)	i	nt	-0.1%	7.0	nt	-6.5%	4.0	nt	7.5%	1.7%	-15.1%	-6.3%
Cc1ccc2cc3cc(C(=O)N4CC(C)CC(C)C4)oc3nc2c1 (stereo unspecified)	i	5.0	-10.0%	7.0	0.5	0.9%	8.0	6.0	3.1%	13.5%	3.2%	-6.2%
COc1ccc2[nH]cc(C(=O)CN3CCCCC3)c2c1	i	nt	3.7%	8.0	nt	-19.6%	5.0	nt	nt	2.3%	-10.0%	2.6%

Copied from the list.
`CCOc1ccc(C(C)(C)C)cc1S(=O)(=O)N1CCOCC1` | Alkaline phosphatase: 7.3%
`COc1ccc2[nH]cc(C(=O)CN3CCCCC3)c2c1` | Alkaline phosphatase: 2.3%
